# PfHsp90 yeast 2: inhibits growth of yeast expressing Plasmodium falciparum Hsp90 | AID 504621 | S. cerevisiae expressing PfHsp90, BacTiter-Glo ATP, 48 h; yeast lacking PDR1 and PDR3 efflux regulators | inhibition, % at 9.4 µM | 0.32% of 310,000 active;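 active = every replicate shows inhibition above about 80%, whatever the replicate mean, limit read from the data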;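 note: 0% = DMSO neutral controls and 100% = 20 µM radicicol positive controls; yeast relying on Plasmodium falciparum Hsp90 in place of its own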
# phage Ecoli inh: E. coli growth loss with phage present; inhibition, % at 11.9 µM; 0.26% of 360,000 active; growth absorbance; in the data active = inhibition above about 11%
# HTR5A inv ag: HTR5A inverse agonism, opioid heterodimer counter-screen; HTR5A cell line, luminescence; inhibition, % at 9.3 µM; 0.083% of 340,000 active; AID 504634; in the data active = inhibition mostly above about 23%, no sharp cut-off; inactive = mostly below about 18%;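 note: 0% = cells with DMSO and 100% = no-cell wells with DMSO; some compounds called inactive have numbers as strong as hits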
# HTR5A ag ctr: activates human HTR5A in OPRM1-OPRD1 agonist counter-screen. activation, % at 9.3 µM. HTR5A agonist assay, luminescence, cell-based. P47898. 0.61% of 340,000 active; in the data active = activation mostly above about 9.5%, no sharp cut-off; inactive = mostly below about 7.6%;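 note: 0% = cells with vehicle only and 100% = reference agonist; strong numbers were not always called active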
# AddAB inh: less growth of phage-infected E. coli with AddAB; inhibition, % at 11.9 µM; E. coli expressing H. pylori AddAB, absorbance growth; AID 435030; 0.29% of 330,000 active; in the data active = inhibition above about 12%;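 note: 0% = vehicle wells of infected cells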
# Ecoli viability: bacterial growth inhibition, counter-screen for AddAB inhibitors; 0.27% of 330,000 active; inhibition, % at 11.9 µM; E. coli V3065 growth, OD600 absorbance, 18 h;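 active = inhibition above the campaign's mean inhibition across all tested compounds plus 3 SD, cut at about 9.9% in these data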;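 note: uninfected addAB+ strain grown without phage in ampicillin broth; 0% = DMSO wells and 100% = ciprofloxacin 0.95 µg/ml wells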
# OPRM1-OPRD1 ag: OPRM1-OPRD1 heterodimerization agonism; cells, luminescence; AID 504326; P35372+P41143; activation, % at 9.3 µM; 0.3% of 340,000 active; in the data active = activation above about 18%;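 note: 0% = vehicle-treated cells and 100% = reference agonist; values of inactives mirror those of a sister screen read the other way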
# OPRM1-OPRD1 inv: inverse agonist of human OPRM1-OPRD1 heterodimerization; inhibition, % at 9.3 µM; 0.21% of 340,000 active; P35372+P41143; cell-based MOR-DOR heterodimer luminescence, inverse agonism; AID 504357; in the data active = inhibition above about 22%, passing the limit was not always enough;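 note: 0% = cells with DMSO and 100% = wells without cells with DMSO; values of inactives mirror those of a sister screen read the other way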
# SUMO Mot1 rescue: inhibitors of SUMOylation pathway: yeast Mot1-301 growth rescue; growth rescue, % at 18.8 µM; S. cerevisiae Mot1-301 growth rescue, ATP luminescence, 38.5C; percent above DMSO median, 100 means doubled; AID 2716; 1% of 320,000 active;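 active = every valid replicate shows activation above 250% relative to neutral control wells; inactive = the rest, any valid replicate at or below 250%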;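 note: OY570 slx delta 5 strain wells were the positive control but not used for scaling; some compounds called inactive have numbers as strong as hits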
# PKA-R1A act: PKA-R1A complex activation | 0.083% of 340,000 active | PKA-R1A dissociation, Cy5-IP20 fluorescence polarization; scaled: DMSO 0%, 113 µM cGMP 100% | AID 504707 | P00514+P68181 | activation, % at 11.4 µM;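 active = percent activation above the mean of all tested compounds plus 3 SD, cut at about 19% in these data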;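 note: higher means more PKAc released from R1A so a rise in polarization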
# Pemphigus Ab inh: inhibitors of pemphigus antibody binding to human desmoglein-3 | DSG3-coupled beads, scFv-anti-DSG3-GFP binding, flow cytometry; hits give low values | binding (percent of control), % at 10 µM | 0.48% of 310,000 active | P32926;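 active = binding more than 3 SD below its plate's average and above zero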;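 note: hits lower antibody fragment binding to DSG3; some compounds called inactive have numbers as strong as hits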
# Target sequence (P32926 whole entry, looked up, the tested form may be a part): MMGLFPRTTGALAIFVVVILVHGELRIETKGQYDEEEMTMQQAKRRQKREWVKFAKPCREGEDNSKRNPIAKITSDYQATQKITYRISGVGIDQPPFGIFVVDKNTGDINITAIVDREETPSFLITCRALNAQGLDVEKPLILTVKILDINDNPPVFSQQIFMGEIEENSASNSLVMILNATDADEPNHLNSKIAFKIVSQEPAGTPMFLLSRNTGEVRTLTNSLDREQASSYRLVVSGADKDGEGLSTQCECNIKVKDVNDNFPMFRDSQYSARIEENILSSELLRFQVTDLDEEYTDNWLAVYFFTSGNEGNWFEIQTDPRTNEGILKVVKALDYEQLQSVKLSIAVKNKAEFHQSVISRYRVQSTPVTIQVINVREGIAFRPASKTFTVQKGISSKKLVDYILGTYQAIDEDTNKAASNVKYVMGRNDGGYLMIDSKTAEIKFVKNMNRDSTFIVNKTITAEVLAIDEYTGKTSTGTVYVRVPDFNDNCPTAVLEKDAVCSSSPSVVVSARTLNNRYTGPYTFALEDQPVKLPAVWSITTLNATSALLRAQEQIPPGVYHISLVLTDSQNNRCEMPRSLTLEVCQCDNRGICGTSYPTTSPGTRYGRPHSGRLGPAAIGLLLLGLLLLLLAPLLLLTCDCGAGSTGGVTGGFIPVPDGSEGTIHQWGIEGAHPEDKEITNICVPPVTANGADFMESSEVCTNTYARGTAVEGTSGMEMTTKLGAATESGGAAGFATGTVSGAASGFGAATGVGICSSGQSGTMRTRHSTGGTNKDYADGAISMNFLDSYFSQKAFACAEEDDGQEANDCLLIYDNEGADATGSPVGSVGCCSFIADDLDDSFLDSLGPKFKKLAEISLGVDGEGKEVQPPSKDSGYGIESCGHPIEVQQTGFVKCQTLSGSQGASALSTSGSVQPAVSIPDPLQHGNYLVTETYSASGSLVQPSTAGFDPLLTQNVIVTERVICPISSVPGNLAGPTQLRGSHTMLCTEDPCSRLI
# Active calls of the source: *; . = no result given.
# Each structure is followed by: PfHsp90 yeast 2	phage Ecoli inh	HTR5A inv ag	HTR5A ag ctr	AddAB inh	Ecoli viability	OPRM1-OPRD1 ag	OPRM1-OPRD1 inv	SUMO Mot1 rescue	PKA-R1A act	Pemphigus Ab inh
Cc1ccc(S(=O)(=O)N(C)C)cc1NC(=S)NC(C)CCC(C)C (stereo unspecified)
 : 25	-1.3	2	1	-3.1	-1.7	-0.2	1	5	-5	103
CCN(CCCNC(=O)c1nn(C)c2c1CS(=O)(=O)c1ccccc1-2)Cc1ccccc1
 : -8	-2.4	-3	1	2.5	-1.8	-3.3	17	93	-15	.
COc1ccc(-n2nccc2-c2nn(-c3cccc(OC)c3)c(=O)n(C)c2=O)cc1
 : -7	2.5	4	-2	3.2	0.9	-3.2	13	0	-5	110
O=[N+]([O-])c1cccc(P(=O)(O)c2cccc([N+](=O)[O-])c2)c1
 : 57	2.5	-23	2	-0.3	0.1	-2.7	14	10	6	.
CCOc1ccc(OCC)c(NC(=O)CCS(=O)(=O)c2ccc(Br)s2)c1
 : -12	2.2	-21	0	0.7	-1.7	-2.6	14	-3	-9	.
CCOc1ccc(OCC(=O)OCC(=O)NNC(=O)c2ccc([N+](=O)[O-])cc2)cc1
 : 4	-1.2	-9	0	-0.7	-1.6	0.3	-2	2	5	100
c1ccc(-c2noc(CN3CCCC(OCc4ccccn4)C3)n2)cc1 (stereo unspecified)
 : 3	3.2	-21	8	-0.3	-0.1	5.0	-26	10	-6	92
CC1CCCCN1C(=O)Cn1cnc2cc([N+](=O)[O-])ccc2c1=O (stereo unspecified)
 : 1	0.1	-10	4	1.4	-0.8	-0.3	2	3	-2	101
CCc1cccc(CC)c1NC(=S)/C(=C(\[O-])c1ccc(Cl)s1)[n+]1ccccc1
 : 22	3.6	7	-2	2.2	4.2	-1.2	6	-16	-2	96
CCN(CC)CCNC(=O)c1ccc(N2CCCCC2)c(NS(=O)(=O)c2ccc(C)cc2)c1
 : -9	-0.7	-13	5	1.7	2.0	-1.3	7	40	-8	95
c1ccc(-c2nnc(CN3CCCCC3)o2)cc1
 : -22	0.2	-17	4	-1.4	-0.9	-2.0	11	-14	6	86
NC(=O)[C@@H]1CC2(CC(c3cccc(NC(=O)[C@H]4CCC(=O)N4)c3)=NO2)CN1C(=O)COc1ccc(Cl)cc1 (stereo partly specified)
 : 5	1.4	0	0	3.5	3.4	-2.1	11	33	-16	109
CCCCCC(=O)Nc1ncc2c(n1)CC(c1cccs1)CC2=O (stereo unspecified)
 : .	-0.8	.	.	0.4	0.6	.	.	-5	.	108
O=C(CCN1C(=O)/C(=C/c2ccccc2Cl)SC1=S)NNC(=O)c1ccccc1O
 : -24	4.2	2	-1	9.5	1.8	1.0	-6	-1	-6	108
COc1ccc(OCC(=O)N/N=C(\C)CC(=O)Nc2ccc(OC)cc2[N+](=O)[O-])cc1
 : 14	-0.5	-4	1	-1.7	-1.4	-2.6	12	1	-15	102
CN1CCC(N(C)C(=S)NC(=O)c2cc(-c3cccc(Br)c3)nc3ccccc23)CC1
 : -8	0.6	7	-2	-1.8	-3.6	-2.1	10	5	7	101
COc1ccc(S(N)(=O)=O)cc1C(=O)NC1CCCc2ccccc21 (stereo unspecified)
 : 25	3.1	-16	5	-0.6	0.4	0.7	-6	0	-1	-38*
CC(CCc1ccccc1)NC(=O)c1ccc(-n2cncn2)c([N+](=O)[O-])c1 (stereo unspecified)
 : -10	0.9	3	6	1.4	1.5	-1.9	10	1	-10	97
CCCNC(=O)C(Cc1ccccc1)NS(=O)(=O)c1ccc2c(c1)CCC(=O)N2 (stereo unspecified)
 : 3	1.5	-10	3	2.0	-1.3	0.5	-3	308	-2	108
CC1(C)CC(=O)c2cn3nc(C(F)(F)F)nc3nc2C1
 : -7	-0.2	-26	11	1.9	1.8	0.2	-1	8	2	96
COc1ccc(C)cc1NC(=O)C(c1ccccc1)N1CCN(CC(=O)NC2CC2)CC1 (stereo unspecified)
 : .	1.9	-4	1	.	.	1.1	-7	.	-1	105
COc1cc2[nH]c(=O)c(C(=O)NCCCN3CCCCC3)c(O)c2cc1OC
 : 11	2.0	-28	2	0.4	0.8	-1.3	7	218	-7	95
COc1ccc(NC(=O)c2ccc(C#N)cc2)cc1NS(=O)(=O)c1ccc(F)cc1
 : 4	1.8	-4	1	3.5	-1.0	-0.1	1	-9	-7	103
CCOc1ccc(NC(=O)CCN2CCN(C)CC2)cc1
 : 1	2.2	5	-6	1.7	-2.6	-1.8	9	-12	2	98
CCOc1ccc(N2C(=O)CC(N3CCOCC3)C2=O)cc1 (stereo unspecified)
 : 11	0.9	-8	-4	0.6	-2.1	-1.2	7	-3	1	83
Cc1ccc(S(=O)(=O)NN=Cc2ccc(N3CCOCC3)cc2)cc1[N+](=O)[O-]
 : 16	2.1	-3	1	1.7	0.2	-3.0	12	-16	8	.
Cc1ccc(-n2c(SCC(=O)N/N=C/c3ccccc3OCC(=O)O)nc3ccccc3c2=O)cc1
 : 15	1.6	6	4	-0.2	-2.3	-3.4	18	6	-12	88
Clc1ccc(CCNc2nc3ccccc3n3nnnc23)cc1
 : -26	-0.5	3	-1	-0.6	-2.9	0.1	-1	-9	9	100
Cc1ccc(NC(=O)c2cccnc2)cc1S(=O)(=O)N(C)C
 : 0	5.8	18	-6	4.1	0.6	0.3	-2	20	-17	103
COc1ccc(-n2nnnc2SCC(=O)N2CCCC2=O)cc1
 : 14	1.2	2	-1	1.6	-1.2	-1.7	7	6	-7	.
COc1ccc(OC)c(N(CC(=O)NCC2CCCO2)S(=O)(=O)c2ccccc2)c1 (stereo unspecified)
 : -34	-1.5	-19	1	1.5	-2.6	-3.0	16	200	2	104
Oc1ccccc1Cc1c(O)ccc2ccccc12
 : -8	7.2	-14	6	5.7	2.1	4.3	-24	-4	-7	104
COc1ccc(N(CC(=O)Nc2cc(C)ccc2C)S(=O)(=O)c2c(C)noc2C)cc1
 : -23	-1.3	10	-3	1.2	2.8	-1.6	8	-23	-9	109
NS(=O)(=O)c1ccc(CCNCc2cc(Br)ccc2OCc2ccccc2)cc1
 : 9	2.5	-30	2	2.1	1.5	-0.2	1	8	1	106
CCc1cc2c(-c3ccccc3)cc(=O)oc2c(CN2CCOCC2)c1O
 : -18	0.5	-9	-1	-0.4	-2.8	-0.4	2	-3	-3	105
CCOc1cc(CNCC(C)C)c(Cl)cc1OCC(=O)Nc1ccccc1
 : -18	4.3	-25	-2	-0.1	-1.2	2.7	-14	-3	-2	.
COc1cc(/C=N/NC(=O)C2CCN(CC(O)COCc3ccccc3)CC2)cc(OC)c1OC (stereo unspecified)
 : -5	-3.2	28	1	-1.7	-0.4	0.5	-2	13	-7	.
Cc1c(Cl)cnc(NC(=O)COC(=O)CCc2nc3ccccc3s2)c1Cl
 : 19	2.7	-3	0	1.1	-1.5	0.0	0	-4	-3	88
Cc1ccc(OCC(=O)N2CCN(C(=O)c3cccnc3)CC2)cc1
 : -3	3.6	-5	0	0.6	1.3	-2.7	15	131	-12	75
CCOc1cc(C(=O)Nc2ccc([N+](=O)[O-])cn2)cc(OCC)c1OCC
 : 5	-1.2	8	-3	6.2	2.3	1.6	-10	-5	9	99
Cc1ccc(S(=O)(=O)c2nc(-c3ccco3)oc2SCC(=O)NCC2CCCO2)cc1 (stereo unspecified)
 : 13	0.7	12	-2	2.5	-1.6	-2.1	12	-14	-5	100
COc1ccc(/C=N\NC(=O)c2ccc(F)cc2)cc1COc1ccccc1C(N)=O
 : -11	1.7	-18	5	-1.9	1.3	-2.3	13	21	5	115
COc1ccccc1CNC(=O)[C@H](C)NC(=O)C1CCN(C(=O)[C@@H](N)Cc2ccccc2)CC1
 : -15	0.9	7	1	5.4	1.0	-2.6	13	-8	3	102
CCOC(=O)c1cnc2cc(-c3ccc(C)cc3)nn2c1-c1ccccc1
 : 8	1.8	17	-7	0.2	0.8	0.3	-2	6	5	84
N/C(COc1ccccc1)=N\NC(=O)c1cccnc1Oc1ccccc1
 : 7	2.2	-9	2	2.1	-1.1	-0.1	1	316	3	105
Cc1cc(C(F)(F)F)nn1Cc1n[nH]c(=S)n1Cc1ccccc1
 : 3	0.3	-2	1	1.6	2.7	-4.7	21	651	-7	99
C/C(=N\NC(=O)c1nnn(-c2nonc2N)c1-c1ccc2c(c1)OCO2)c1ccccc1
 : -24	-3.0	-26	-4	2.2	1.6	-3.5	18	-15	-11	99
O=C(Nc1ccccc1C(=O)O)c1cc(S(=O)(=O)Nc2ccccc2)ccc1Cl
 : -4	0.5	-8	5	-1.2	-0.6	1.3	-7	2	-2	96
O=C(N/N=C\c1ccc(F)cc1)c1ccc(F)cc1
 : -6	4.9	5	-4	-0.7	-2.6	-0.6	3	.	4	106
NS(=O)(=O)c1ccc(CCNC(=O)C2CCCCC2)cc1
 : -18	1.7	6	-5	2.6	1.6	-1.8	9	-4	-15	100
COC(=O)c1ccc(CNC(=O)c2ccc3c(c2)NC(=O)CS3)cc1
 : -3	-1.2	-3	1	0.9	0.2	-3.0	12	-2	-10	.
COc1ccc(C(=O)NCCS(=O)(=O)N2CCc3ccccc3C2)cc1OC
 : -31	3.8	-20	7	-3.1	0.2	-1.0	6	-8	-2	111
COc1cccc(CCNC(=O)c2cc(COc3c(F)cccc3F)on2)c1
 : -4	3.5	-15	4	1.2	1.1	-2.0	11	110	-19	98
Cc1ccc(C)c(S(=O)(=O)N2CCCOC2CNC(=O)C(=O)NCc2ccncc2)c1 (stereo unspecified)
 : 16	2.0	-14	2	2.5	-0.1	-2.6	16	-1	9	85
Cc1ccc(N2C(=O)c3ccccc3C2C(=O)c2ccc(O)cc2O)cc1 (stereo unspecified)
 : 10	2.5	-3	-3	-0.5	-0.1	-1.9	14	-3	10	106
CCOC(=O)CC1C(=O)NCCN1S(=O)(=O)c1ccccc1 (stereo unspecified)
 : -11	1.9	-11	4	1.7	-0.3	4.8	-35	21	-1	92
OC(COc1cc(Cl)c(Cl)cc1Cl)CN1CCN(c2ncccn2)CC1 (stereo unspecified)
 : .	4.2	-22	2	0.9	-0.7	3.7	-19	36	2	114
Cc1cc(C)cc(N(C(=O)Cn2nnc3ccccc32)C(C(=O)NCc2ccco2)c2ccncc2)c1 (stereo unspecified)
 : -9	4.2	0	0	3.8	-1.1	-2.5	10	-10	-5	106
N#Cc1ccc(C(=O)NN2C(=O)NC3(CCCCC3)C2=O)cc1
 : -18	2.8	3	-1	.	.	0.8	-5	.	-6	101
CCOc1ccc(C(=O)n2cnnc2N)cc1
 : 2	1.4	-25	0	5.3	1.1	-3.3	17	-20	-1	96
